Screening results deposited in PubChem BioAssay by National Center for Advancing Translational Sciences (NCATS).
TDP1 cell noCPT: qHTS for Inhibitors of human tyrosyl-DNA phosphodiesterase 1 (TDP1): qHTS in cells in absence of CPT | DT40 Tdp1-/- hTDP1 cells, no CPT, ATP luminescence, 48 h | Potency, µM (top dose mostly 46.2 µM), for the others: at the highest dose activity change, negative = growth inhibition, most hits filed as inhibitors | hit rate 15% among 420,000; also: nearly all actives have a fitted effect of over 55% in size
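Growth of hTDP1-complemented DT40 Tdp1-knockout cells is measured by ATP luminescence after at least 48 hr compound exposure at 37 °C, with DMSO substituting for the 20 nM CPT used in the parallel screen.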
KAT2A inh: inhibitors of human GCN5L2 histone acetyltransferase; Q92830; GCN5L2 HAT assay, ThioGlo1 CoA-SH fluorescence; Potency, µM (highest dose often 58.9 µM), for inactives: at the highest dose activity change, negative = inhibition, most hits filed as inhibitors; hit rate 0.21% among 390,000
Target sequence (Q92830 whole entry, looked up): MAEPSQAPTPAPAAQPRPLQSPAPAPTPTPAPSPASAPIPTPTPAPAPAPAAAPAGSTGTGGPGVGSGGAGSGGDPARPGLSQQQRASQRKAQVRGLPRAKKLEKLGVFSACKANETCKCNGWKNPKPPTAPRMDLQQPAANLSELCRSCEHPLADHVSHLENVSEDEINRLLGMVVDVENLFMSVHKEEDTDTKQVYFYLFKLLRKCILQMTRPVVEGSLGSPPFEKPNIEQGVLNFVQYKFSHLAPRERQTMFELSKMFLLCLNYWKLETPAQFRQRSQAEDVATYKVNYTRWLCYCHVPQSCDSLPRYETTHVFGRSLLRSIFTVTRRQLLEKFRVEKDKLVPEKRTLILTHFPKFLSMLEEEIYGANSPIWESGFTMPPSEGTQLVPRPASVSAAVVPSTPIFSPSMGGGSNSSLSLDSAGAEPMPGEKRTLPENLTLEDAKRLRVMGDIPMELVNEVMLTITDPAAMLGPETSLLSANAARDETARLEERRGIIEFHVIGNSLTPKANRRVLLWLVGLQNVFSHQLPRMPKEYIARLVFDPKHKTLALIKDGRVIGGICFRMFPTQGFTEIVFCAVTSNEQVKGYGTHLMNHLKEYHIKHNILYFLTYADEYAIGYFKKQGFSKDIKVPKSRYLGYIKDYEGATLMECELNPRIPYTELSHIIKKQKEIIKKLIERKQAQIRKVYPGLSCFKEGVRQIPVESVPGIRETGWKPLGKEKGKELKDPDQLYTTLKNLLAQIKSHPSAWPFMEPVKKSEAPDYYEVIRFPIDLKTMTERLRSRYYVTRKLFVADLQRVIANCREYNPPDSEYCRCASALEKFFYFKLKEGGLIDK
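ThioGlo1-coupled HAT assay: 20nM GCN5L2, 70uM acetyl-CoA, 75uM H3(1-25) peptide, pH 7.5. Fluorescence read at 340/540nm at start and after 20 min at room temperature.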
DT40 TDP1 CPT: growth inhibition of DT40 Tdp1-/-;hTDP1 cells with camptothecin (screen for TDP1 inhibitors); AID 686979; hit rate 12% among 420,000; chicken DT40 Tdp1-/-;hTDP1 cells + 20 nM CPT, ATP luminescence, 48 h; Potency, µM (doses to about 46.2 µM), without a hit: top-dose activity change, negative = growth inhibition, usual class: inhibitors; also: nearly all actives have a fitted effect of over 55% in size
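Chicken DT40 Tdp1-/- cells stably complemented with human TDP1 were seeded at 400 cells/well in medium containing 20 nM camptothecin, exposed to pin-transferred compounds, and grown at 37 °C for at least 48 hr. Viability was read as ATP luminescence.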
* marks the source's active call; other numbers are inactive results; u = inconclusive; x = not tested or not shown; [ ] = another dose, or the depositor's remark. Calls follow the shape of the dose curve; as a rule, active = well fitted curve in the direction sought with a large enough effect; inconclusive = small, poorly fitted or top-dose-only effect, or another doubt; inactive = no such curve, though single readings can be large; an effect the other way counts as inactive or inconclusive. % is scaled to controls: 0 for no effect and ±100 for the full control effect; potency is read from the fitted curve at half-maximal effect. Only part of the results is shown (hit frequency here may not be typical).

| Molecule | DT40 TDP1 CPT | TDP1 cell noCPT | KAT2A inh |
| --- | --- | --- | --- |
| Cc1cc(C)c(OCC(=O)Nc2nnn(C)n2)c(Br)c1 | -7% | -6% | -4% |
| CCCn1c(=O)c(Br)cn(-c2ccccc2C)c1=O | 0% | -2% | -1% |
| Cc1ccc(OCCC(=O)OCC(=O)Nc2ccc(F)cc2)cc1 | u | -16% | 0% |
| COc1ccc(CNC(=O)CCNC(=O)c2ccc(C(C)(C)C)cc2)cc1OC | -8% | -16% | -8% |
| CCOC(=O)C1(Cc2cccc(OC)c2)CCN(CC2CC=CCC2)CC1 (stereo unspecified) | u | 23µM* | 4% |
| CC1=C(C(=O)OCc2ccccc2)C(c2ccccc2)NC(=O)N1CCCCCC(=O)O (stereo unspecified) | -26% | -21% | -4% |
| COC(=O)C[C@H]1c2ccccc2S(=O)(=O)N1Cc1ccc(OC)cc1 | u | u | x |
| CCOc1ccc(S(=O)(=O)N2CCN(C(=O)c3cccnc3)CC2)cc1 | -5% | 1% | 0% |
| CCOC(=O)c1[nH]c(C)c(CCC(=O)N2CCN(c3ccccc3)CC2)c1C | u | u | -2% |
| COc1ccccc1CCNC(=O)c1ccc2nc[nH]c2c1 | -18% | 8% | -2% |
| C/C(CC(=O)Nc1cc(Cl)ccc1Cl)=N\NC(N)=S | u | -23% | 69%[activator] |
| O=C(CN1CCN(S(=O)(=O)c2ccc(F)cc2)CC1)Nc1cccc(C(F)(F)F)c1 | u | -21% | u |
| O=[N+]([O-])c1cnn2cc(Br)cnc12 | -12% | -25% | -19% |
| CS(=O)(=O)Nc1ccc(C(=O)Nc2ccc(S(=O)(=O)Nc3nccs3)cc2)cc1 | -9% | 3% | -3% |
| COc1ccc(Cl)cc1Nc1nc(NCCO)nc(N2CCCC2)n1 | u | u | -22% |
| Cn1c(CCN2CCOCC2)nc2cc(NS(=O)(=O)c3ccccc3)ccc21 | -12% | u | -6% |
| NC(=O)C1CCN(C2=C(NS(=O)(=O)c3ccc(Br)cc3)C(=O)c3ccccc3C2=O)CC1 | 23µM* | 18µM* | 3% |
| Cn1c(CCC(=O)Nc2cc(S(C)(=O)=O)ccc2Cl)nc2cc(S(=O)(=O)N3CCOCC3)ccc21 | 5% | -3% | u |
| Cc1cccc(C(=O)NNC(=O)c2ccccc2Br)c1 | 0% | 13% | -1% |
| Nc1c(-c2nc(-c3ccc4c(c3)OCO4)cs2)c2ccccn2c1C(=O)c1ccccc1 | -23% | u | -12% |
| COc1ccc(C(=O)NC(=S)NNC(=O)c2ccccc2C)cc1 | u | u | x |
| CCc1sc(C(=O)Nc2cc(Cl)ccc2N2CCCCC2)cc1C | u | u | -5% |
| Cc1cccc(C)c1NC(=O)CN1C(=O)NC(C)(C2CC2)C1=O (stereo unspecified) | 9% | 5% | -6% |
| COc1ccc2nc(NC(=O)CCn3cccc3)sc2c1 | -23% | 6% | -8% |
| CC(=O)N1CCOc2ccc(S(=O)(=O)N3CCC(C(=O)NCc4ccccc4)CC3)cc21 | -22% | 1% | -1% |
| CC(=O)c1ccc(S(=O)(=O)N2CCN(C(=O)c3ccc(-n4cncn4)c([N+](=O)[O-])c3)CC2)cc1 | -18% | -11% | 5% |
| O=C1CCN(Cc2ccccc2)C(=S)N1 | 3% | -1% | x |
| O=C(NC(Cc1c[nH]c2ccccc12)C(=O)O)/C(=C\c1ccc2c(c1)OCO2)NC(=O)c1ccccc1 (stereo unspecified) | -13% | -2% | -1% |
| O=S(=O)(c1cccc2nsnc12)N1CCN(c2ccccc2F)CC1 | -10% | u | -11% |
| Cc1cc(C)c(S(=O)(=O)NC2CCN(Cc3ccccc3)CC2)c(C)c1 | u | u | -7% |
| [O-]/[N+](=C\c1ccccc1)[C@@H]1CCCC[C@@H]1/[N+]([O-])=C/c1ccccc1 | 0% | -8% | 4% |
| COC(=O)C(C)N1C(=O)S/C(=C\c2ccc(-c3ccc(C(=O)O)cc3C)o2)C1=O (stereo unspecified) | u | u | -4% |
| COc1ccc(S(=O)(=O)NC2CCCC2)cc1C(N)=O | -3% | 11% | -21% |
| O=C(CSc1oc(-c2ccccc2)nc1S(=O)(=O)c1ccc(Cl)cc1)NC1CCCCC1 | -3% | -14% | -3% |
| CC(C)CC(=O)OCc1cn(-c2ccccc2)nn1 | 1% | 7% | 1% |
| O=C(/C=C/c1ccccc1)NNC(=O)C1CC1 | -11% | -36% | u |
| CCN(C[C@H]1N[C@@](CC)(C(=O)OC)[C@H]2C(=O)N(C)C(=O)[C@@H]12)C(=O)Nc1ccc(C(F)(F)F)cc1 | -28% | u | -10% |
| CC(NC(=O)c1ccccc1)c1nnc(SCC(=O)NC2=NCCS2)n1C (stereo unspecified) | -5% | -3% | -1% |
| COCCCn1c(SCC(=O)NC(C)(C)C)nnc1-c1ccccc1 | -10% | -20% | -18% |
| COCCNC(=O)Cc1c(C)c2c(cc(C)c3c(C)coc32)oc1=O | -22% | u | 5% |
| COc1ccc(OC)c(/C=N/NC(=O)c2cnccn2)c1 | 4% | -13% | -19% |
| COC(=O)C1(C)COP(=O)(NC23CC4CC(CC(C4)C2)C3)OC1 (stereo unspecified) | -24% | -6% | x |
| Cc1ccc(-c2csc(Nc3ccc(S(N)(=O)=O)cc3)n2)o1 | -15% | u | -19% |
| CCOc1ccc(C(=O)Nc2nnc(C3=COCCO3)o2)cc1 | u | u | -5% |
| N#CC(C#N)=C(N)Nc1cccc(Cl)c1 | 0% | 5% | 1% |
| CCOC(=O)/C=C/C(=O)Nc1ccc(S(=O)(=O)Nc2nccs2)cc1 | 13% | -6% | -4% |
| CCCCN(CCCC)c1nc2ccccc2nc1C(C#N)C(=O)NCCCOC (stereo unspecified) | u | u | -15% |
| C[C@@H]1CN([C@@H](C)CO)C(=O)CCCn2cc(nn2)CO[C@H]1CN(C)S(=O)(=O)c1ccccc1F | -1% | -22% | x |
| COc1cnc(SCc2ccc(Cl)c(Cl)c2)nc1Cl | u | u | -16% |
| CCCCCOC(=O)c1cc(=O)[nH]c2ccccc12 | 3% | -27% | -2% |

Among those listed so far, these contain a nitro group on carbon:
| Molecule | DT40 TDP1 CPT | TDP1 cell noCPT | KAT2A inh |
| --- | --- | --- | --- |
| O=[N+]([O-])c1cnn2cc(Br)cnc12 | -12% | -25% | -19% |
| CC(=O)c1ccc(S(=O)(=O)N2CCN(C(=O)c3ccc(-n4cncn4)c([N+](=O)[O-])c3)CC2)cc1 | -18% | -11% | 5% |

More entries follow:
| Molecule | DT40 TDP1 CPT | TDP1 cell noCPT | KAT2A inh |
| --- | --- | --- | --- |
| COc1cccc(-c2nc(-c3ccc4c(c3)-c3ccccc3S4(=O)=O)c(-c3ccccc3)[nH]2)c1OC | 7.3µM* | 4.1µM* | u |
| Cc1ccnc(NC(=O)CCC(=O)N(CC(=O)NC2CCCCC2)c2cccc(C)c2C)c1 | u | u | 1% |
| CCCCNC(=O)c1onc(CSc2cccc3ccccc23)c1C(=O)O | u | -2% | -17% |
| CC(=O)c1cnc(N2CCCCC2)nc1C | -8% | 0% | 0% |
| CC(=O)Nc1ccc2c(c1)nc(C)n2Cc1ccccc1 | 10% | 1% | -16% |
| CCCC(O)(c1ccccc1)C(c1ccccc1)c1ccccn1 (stereo unspecified) | -27% | u | x |
| Nc1c(S(=O)(=O)c2cccs2)c2nc3ccccc3nc2n1/N=C/c1cccc(O)c1 | 13µM* | u | -12% |
| O=c1oc2cc(OCc3ccc([N+](=O)[O-])cc3)ccc2c2c1CCCC2 | -6% | -24% | 15% |
| Cc1ccc(S(=O)(=O)N2CCOCC2)cc1C(=O)N1CCN(c2ncccn2)CC1 | 7% | 5% | 3% |
| CCOC(=O)c1ccc(N2C(=O)c3n[nH]c(-c4cccs4)c3C2c2ccc(C(C)C)cc2)cc1 (stereo unspecified) | u | 16µM* | -18% |
| COc1ccc(-c2nc3scc(CCNS(=O)(=O)c4c(C)noc4C)n3n2)cc1 | u | u | -8% |
| N#Cc1c(-c2ccc(Br)cc2)cc(-c2cccnc2)nc1N | -12% | -8% | -1% |
| CCOc1ccc(NC(=O)CC2C(=O)N(C)C(=S)N2CCCc2ccccc2)cc1 (stereo unspecified) | -1% | -19% | -9% |
| C=CCN1C(=O)CSC1=Nc1ccc(C(=O)O)cc1 | 11% | 16% | 3% |
| O=S(=O)(NCc1ccncc1)c1ccccc1 | 23µM* | 8.2µM* | -3% |
| CCOC(=O)C1=C(C)N(c2ccc(OC)cc2)C(=O)/C1=C\c1cccs1 | u | u | -3% |
| COc1ccc(C(=O)NC(Cc2ccccc2)c2ccc3c(c2)OCCCO3)cc1 (stereo unspecified) | u | -29% | -5% |
| COc1ccc(Cl)cc1NC(=O)COc1ccc2c(c1)OCO2 | 4% | -1% | -3% |
| CN[C@H](C)C(=O)NC[C@H]1O[C@@H](n2cnc3c(N)ncnc32)[C@H](O)[C@@H]1O | 0% | -15% | 3% |
| C=CCc1cccc2cc(C(=O)Nc3cccc(Cl)c3)c(=O)oc12 | -14% | u | 1% |
| O=C(O)CCC(=O)Nc1ccc(Br)cc1C(=O)c1ccccc1 | 0% | 10% | -17% |
| COC(=O)Cc1ccc(NC(=O)c2ccccc2Br)cc1 | 11% | -7% | 32%[activator] |
| COc1ccc(-n2nc(C(=O)N3CCN(c4cccc(C)c4C)CC3)c3c4ccccc4n(C)c3c2=O)cc1 | -17% | -9% | 0% |
| O=C(NC(=S)Nc1ccc(CN2CCCCC2)cc1)c1cccc(OCc2ccccc2)c1 | 9.2µM* | 12µM* | -19% |
| Cc1ccc(NC(=O)c2cc(-c3cc(Cl)ccc3O)n[nH]2)cc1C | -11% | -24% | 2% |
| Cc1cc(N2CCOCC2)nc2ccc(NC(=S)NC(C)C)cc12 | u | u | 4% |
| CN(C)CCCN(C(=O)c1ccc([N+](=O)[O-])o1)c1nc2cc3c(cc2s1)OCO3 | 18µM* | u | -10% |
| COc1ccc(S(=O)(=O)NCCC(=O)Nc2ccc(C)cc2)cc1 | -4% | u | 1% |
| COC1C=CC=C(C)C(=O)NC2=CC(=O)C(N)=C(CC(C)CC(OC)C(O)C(C)C=C(C)C1OC(N)=O)C2=O (stereo unspecified) | 0.16µM* | 0.18µM* | x |
| Cc1ccc(Nc2nc(-c3cccnc3)nc3ccccc23)cc1 | 18µM* | 8.2µM* | -5% |
| Cc1ccc(CNC(=O)CN2CCN(Cc3ccc(F)cc3)C2=O)cc1 | -5% | -24% | -16% |
| COc1cccc(CNC(=O)C2CCN(c3nnc(-n4c(C)ccc4C)s3)CC2)c1OC | u | -63% | -6% |
| S=C(NCc1ccco1)Nc1ccc2c(c1)OCCO2 | -12% | -16% | -4% |
| CCCCN1C(N)=NC[C@@H]1Cc1ccccc1 | 7.3µM* | 15µM* | x |
| CC(=O)NCC1CCCN(c2nc3nonc3nc2N(C)Cc2ccccc2)C1 (stereo unspecified) | u | u | 0% |
| O=C1CC2(CCN(C(=O)c3ccccc3Br)CC2)Oc2ccccc21 | -22% | -29% | -6% |
| CNc1nc(-c2ccccc2)cc(C(F)(F)F)c1C#N | 2% | -25% | -5% |
| O=C1C2C3CCC(C3NCc3ccccc3)C2C(=O)N1Cc1ccccc1 (stereo unspecified) | -18% | u | -12% |
| C/C(=N\NC(=O)c1ccc(O)cc1)c1cccc(NC(=O)c2ccccc2C)c1 | u | 23µM* | -16% |
| Cc1cccc(OCCCCn2nnc3sc4c(c3c2=O)CCC(C)C4)c1 (stereo unspecified) | -3% | -24% | u |
| COc1ccc(N(C(=O)/C=C\C(=O)Nc2ccc(Cl)cc2)C(C(=O)NCc2ccco2)c2ccc(C)cc2)cc1 (stereo unspecified) | 16µM* | 18µM* | -12% |
| Nc1ccc(C(=O)NCC2(c3ccccc3)CCCC2)cc1 | -23% | u | 0% |
| COc1cc(NC(C)CCCNC(C)C)c2ncccc2c1OC (stereo unspecified) | u | u | x |
| CCOC(=O)CNc1nc(Cl)nc(Nc2ccc(C)cc2)n1 | 2% | u | 2% |
| COc1ccc(C(=O)NCCn2cc(SCC(=O)Nc3nnc(C)s3)c3ccccc32)cc1 | u | u | x |
| CCCCN1CC2([N+](=O)[O-])C=CC(=O)C([N+](=O)[O-])(C1)C2CC(=O)c1ccccc1 (stereo unspecified) | 0% | -25% | 0% |

Shown with each value named: entries from further up
Nc1ccc(C(=O)NCC2(c3ccccc3)CCCC2)cc1
  DT40 TDP1 CPT: -23%
  TDP1 cell noCPT: u
  KAT2A inh: 0%
COc1cc(NC(C)CCCNC(C)C)c2ncccc2c1OC (stereo unspecified)
  DT40 TDP1 CPT: u
  TDP1 cell noCPT: u
  KAT2A inh: x
CCOC(=O)CNc1nc(Cl)nc(Nc2ccc(C)cc2)n1
  DT40 TDP1 CPT: 2%
  TDP1 cell noCPT: u
  KAT2A inh: 2%
COc1ccc(C(=O)NCCn2cc(SCC(=O)Nc3nnc(C)s3)c3ccccc32)cc1
  DT40 TDP1 CPT: u
  TDP1 cell noCPT: u
  KAT2A inh: x
